High-throughput results as filed in PubChem BioAssay.
dFosB act: activators of mouse delta FosB homodimer. P13346. purified delta FosB, TAMRA-CDK5 oligo fluorescence polarization; percent of positive-control signal above neutral wells. AID 493131. activation, % at 25 µM. 340,000 compounds, 0.99% hits;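 active = mean activation above about 17%, with every replicate also reaching it, limit read from the data, passing the limit was not always enough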;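 note: fluorescence polarization rise as delta FosB binds a TAMRA Cdk5 AP-1 oligo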
cardiac RTF act: cardiac RTF calcium sensitization; 340,000 compounds, 0.24% hits; IANBD-labeled TnC RTF fluorescence at EC20 calcium; 0% EC20 calcium, 100% full calcium; P19429+P45379; activation, % at 7.2 µM;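 active = activation above the mean over all tested compounds plus 3 SD, cut at about 30% in these data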;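 note: rise in fluorescence read as greater calcium sensitivity of cardiac thin filaments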
CDK5 inh: blocks human CDK5/p35 kinase activity; 330,000 compounds, 0.01% hits; Recombinant CDK5/p35, ADP-Glo luminescence, 60 min; AID 488839; inhibition, % at 10 µM; Q00535+Q15078;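 active = highest replicate inhibition of at least 50% and at least 75% of replicates reaching 50%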;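 note: plate controls were DMSO neutral control for no effect and GW8510 at 10 µM for full effect; many of its hits are not listed in these tables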
Target sequence (Q00535 whole entry, looked up): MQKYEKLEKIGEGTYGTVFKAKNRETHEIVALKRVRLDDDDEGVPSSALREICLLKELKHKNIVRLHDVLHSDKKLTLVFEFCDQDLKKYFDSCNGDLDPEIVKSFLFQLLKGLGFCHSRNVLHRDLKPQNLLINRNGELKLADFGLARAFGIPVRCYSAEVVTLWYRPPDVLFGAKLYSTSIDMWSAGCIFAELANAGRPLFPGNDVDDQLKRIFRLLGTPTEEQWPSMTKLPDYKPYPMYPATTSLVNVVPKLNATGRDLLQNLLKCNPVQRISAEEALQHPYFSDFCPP
Target sequence (Q15078 whole entry, looked up): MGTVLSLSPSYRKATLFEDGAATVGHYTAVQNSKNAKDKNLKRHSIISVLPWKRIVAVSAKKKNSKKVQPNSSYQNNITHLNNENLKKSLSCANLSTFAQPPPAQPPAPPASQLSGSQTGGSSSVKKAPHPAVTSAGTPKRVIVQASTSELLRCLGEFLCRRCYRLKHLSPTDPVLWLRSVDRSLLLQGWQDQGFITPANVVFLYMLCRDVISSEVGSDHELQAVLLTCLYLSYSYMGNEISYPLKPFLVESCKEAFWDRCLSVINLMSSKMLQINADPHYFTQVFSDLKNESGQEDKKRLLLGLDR
SR-BI uptake up: SR-BI HDL lipid transfer activation; CHO ldlA[mSR-BI] cells, DiI-HDL uptake fluorescence, 3 h; 100 = double the neutral-control signal; activation, % at 12.5 µM; 320,000 compounds, 0.096% hits;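 active = mean replicate activation of at least 60% and every replicate at or above 60%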;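 note: 0% = median plate neutral-control signal and 100% = twice that signal; values of inactives mirror those of a sister screen read the other way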
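Assay system: LDL receptor-deficient CHO ldlA cells overexpressing murine SR-BI / Medium: BSA-supplemented, HEPES-buffered Ham's F12, pH 7.4 / Probe or stimulus: DiI-labelled HDL at 10 µg/mL final / Timing: compound with DiI-HDL co-incubation, 3 h at 37 °C / Technique: bottom-read cell fluorescence after medium removal, ex 550/em 595 nm / Measure: HDL uptake via cellular fluorescence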
Wnt act: activators of Wnt/beta-catenin signaling; Wnt/beta-catenin reporter cell assay, activator, plate reader; activation, % at 9.35 µM; 300,000 compounds, 1.2% hits; AID 743398; in the data active = activation above about 30%, passing the limit was not always enough;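 note: 0% = neutral control wells and 100% = positive control wells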
Rtt109 Vps75: blocks Candida albicans Rtt109/Vps75 acetyltransferase activity; Q5AAJ8; purified Rtt109/Vps75, ThioGlo CoA-SH fluorescence, 4 h; inhibition, % at 34.9 µM; 330,000 compounds, 0.16% hits; AID 540336;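 active = inhibition of at least 50% in every replicate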
MITF TRPM1 HTS: increases MITF-driven TRPM1 promoter luciferase signal | SK-MEL-5 TRPM1-promoter luciferase, 24 h; % of positive control, neutral wells = 0 | AID 588334 | activation, % at 12.5 µM | 300,000 compounds, 0.75% hits;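 active = mean activation of at least 80% with every replicate also reaching 80%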;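 note: 0% = neutral control wells and 100% = parthenolide positive control wells; values of inactives mirror those of a sister screen read the other way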
PvdQ acylase: blocks Pseudomonas aeruginosa PvdQ acylase activity. purified PvdQ acylase, fluorescence plate reader. inhibition, % at 10 µM. 340,000 compounds, 0.063% hits. AID 488965; in the data active = inhibition above about 30%, passing the limit was not always enough;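 note: 0% = vehicle neutral wells and 100% = reference inhibitor wells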
SR-BI DiI inh: mouse SR-BI HDL lipid transfer inhibition | ldlA[mSR-BI] CHO cells, DiI-HDL uptake fluorescence, 3 h | inhibition, % at 12.5 µM | 320,000 compounds, 0.96% hits;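 active = mean replicate inhibition of at least 70% and a set share of replicates each scoring 70 or more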;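 note: 0% = median of neutral control wells and 100% = median of positive control wells; values of inactives mirror those of a sister screen read the other way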
HTR5A ag: activates human HTR5A in OPRM1-OPRD1 agonist counter-screen | P47898 | HTR5A agonist assay, luminescence, cell-based | activation, % at 9.3 µM | 340,000 compounds, 0.61% hits | AID 504692; in the data active = activation mostly above about 9.5%, no sharp cut-off; inactive = mostly below about 7.6%;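 note: 0% = cells with vehicle only and 100% = reference agonist; strong numbers were not always called active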
* hit, by the source's call; x = not tested or not shown.

SMILES	dFosB act	cardiac RTF act	CDK5 inh	SR-BI uptake up	Wnt act	Rtt109 Vps75	MITF TRPM1 HTS	PvdQ acylase	SR-BI DiI inh	HTR5A ag
C/C(=N\O)C(=O)Nc1ccccc1	-2	3	-0.7	-24	-1	-3	-3	3	24	1
Cc1ccc(NC(=S)NCc2ccccc2Cl)c(C)c1	-5	-3	1.2	-49	0	-7	-11	-4	48	2
CCCOC(=O)CCn1c(=S)oc2ccccc21	1	5	-0.5	-1	10	-5	x	9	1	-1
CCOC(=O)c1c(C)n(-c2ccc(C)cc2)c2ccc(OCC(O)CNCC3CCCO3)cc12 (stereo unspecified)	30*	0	-1.0	-17	x	64*	-70	-16	17	11
O=C1CN(C(=O)c2ccco2)C(c2ccccc2)c2cc(Cl)ccc2N1 (stereo unspecified)	-10	6	-0.6	16	x	6	-3	-13	-16	3
CCCn1c(CN2CCN(C(=O)c3ccco3)CC2)nc2c1c(=O)n(C)c(=O)n2C	-4	-1	-4.8	25	1	-7	-2	-24	-25	-2
COC(=O)c1c(NC(=O)CN2CCN(C(=O)c3ccco3)CC2)c2c(C)cccc2n1C	-1	-2	0.3	29	x	-3	-8	-15	-29	-2
CCN(CC(=O)Nc1sc2c(c1C#N)CCC(C)C2)CC(=O)NC1CCS(=O)(=O)C1 (stereo unspecified)	-13	-2	-2.8	-10	7	3	10	1	10	2
COCCc1nc2ccc(C(=O)NCc3cccc(-n4cccn4)c3)cc2o1	-13	-2	-1.3	-4	2	-4	1	-18	4	5
COc1ccccc1C(=O)Nc1cccc2cccnc12	-34	-2	1.8	-25	-1	0	19	-15	25	-3
CC(C)(C)c1ccc(C(=O)NCC(=O)OCC(=O)N2CCN(S(=O)(=O)c3ccc(Cl)cc3)CC2)cc1	-11	-11	0.7	-3	16	-2	25	-7	3	-2

Ordered by value in Wnt act (high to low): some entries from above
canonical_smiles	dFosB act	CDK5 inh	SR-BI uptake up	Wnt act	Rtt109 Vps75	MITF TRPM1 HTS	PvdQ acylase	SR-BI DiI inh
CCN(CC(=O)Nc1sc2c(c1C#N)CCC(C)C2)CC(=O)NC1CCS(=O)(=O)C1 (stereo unspecified)	-13	-2.8	-10	7	3	10	1	10
COCCc1nc2ccc(C(=O)NCc3cccc(-n4cccn4)c3)cc2o1	-13	-1.3	-4	2	-4	1	-18	4
Cc1ccc(NC(=S)NCc2ccccc2Cl)c(C)c1	-5	1.2	-49	0	-7	-11	-4	48

Record cards, as listed above. Values in the order: dFosB act, cardiac RTF act, CDK5 inh, SR-BI uptake up, Wnt act, Rtt109 Vps75, MITF TRPM1 HTS, PvdQ acylase, SR-BI DiI inh, HTR5A ag
Listed for `CCCOC(=O)CCn1c(=S)oc2ccccc21` : 1, 5, -0.5, -1, 10, -5, x, 9, 1, -1
Listed for `COc1ccccc1C(=O)Nc1cccc2cccnc12` : -34, -2, 1.8, -25, -1, 0, 19, -15, 25, -3
Listed for `C/C(=N\O)C(=O)Nc1ccccc1` : -2, 3, -0.7, -24, -1, -3, -3, 3, 24, 1
Listed for `CCCn1c(CN2CCN(C(=O)c3ccco3)CC2)nc2c1c(=O)n(C)c(=O)n2C` : -4, -1, -4.8, 25, 1, -7, -2, -24, -25, -2

Rtt109 Vps75, what is marked active above.
Structure,dFosB act,CDK5 inh,SR-BI uptake up,Wnt act,Rtt109 Vps75,MITF TRPM1 HTS,PvdQ acylase,SR-BI DiI inh
CCOC(=O)c1c(C)n(-c2ccc(C)cc2)c2ccc(OCC(O)CNCC3CCCO3)cc12 (stereo unspecified),30*,-1.0,-17,x,64*,-70,-16,17
